Source: PubChem BioAssay
aSyn rescue = alpha-synuclein toxicity inhibition in yeast. actives 0.14% (n = 370,000). Potency, µM (top dose mostly 46.1 µM), inactives show top-dose growth rescue (activation), most hits filed as activators. Yeast expressing alpha-synuclein, growth rescue, BacTiter-Glo, 24 h; note: potency is the fitted concentration of half-maximal effect; % of control where 0% means no effect; nearly all actives have a fitted effect of over 65% in size
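Screening used galactose-induced yeast with toxic alpha-synuclein levels, exposed to compound for 24 hr at 30 deg C. Cell growth, read with BacTiter-Glo luminescence, gave the measured signal.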
PTHR1 ag = agonists of human PTHR1 parathyroid hormone receptor | actives 0.075% (n = 410,000) | Q03431 | Potency, µM (titrated, usually from 115 µM), for inactives: at the highest dose activation, usual class: activators | HEK293 GP2 PTHR1 cells, GloSensor cAMP luminescence, 1 h; note: potency is the fitted concentration of half-maximal effect; nearly all actives have a fitted effect of over 55% in size; some results filed as inactive show a strong effect at the top dose; inactives centre near -15; many of its hits are not listed in these tables
Target sequence (Q03431 whole entry, looked up): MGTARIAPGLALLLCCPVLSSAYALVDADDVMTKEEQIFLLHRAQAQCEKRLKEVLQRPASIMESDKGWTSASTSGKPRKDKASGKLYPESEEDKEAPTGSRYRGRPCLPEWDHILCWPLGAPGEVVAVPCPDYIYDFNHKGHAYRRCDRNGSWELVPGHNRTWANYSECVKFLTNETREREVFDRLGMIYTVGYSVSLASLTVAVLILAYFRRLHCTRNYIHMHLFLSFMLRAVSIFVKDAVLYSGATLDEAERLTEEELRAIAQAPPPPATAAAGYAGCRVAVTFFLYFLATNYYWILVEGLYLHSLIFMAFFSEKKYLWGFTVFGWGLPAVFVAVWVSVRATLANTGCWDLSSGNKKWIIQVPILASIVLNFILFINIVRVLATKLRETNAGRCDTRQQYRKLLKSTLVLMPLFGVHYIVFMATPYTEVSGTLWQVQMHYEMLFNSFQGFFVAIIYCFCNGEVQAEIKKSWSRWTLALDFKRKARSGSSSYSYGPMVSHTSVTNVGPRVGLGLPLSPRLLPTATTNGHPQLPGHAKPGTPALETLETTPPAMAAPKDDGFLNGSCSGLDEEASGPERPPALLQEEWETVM
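HEK-293-derived GP2 cells expressing PTHR1 and a GloSensor cAMP reporter, 3,000/well, plated overnight, given luciferin plus IBMX (each 0.5 mM as added) for 1 h at 37 °C, then compound for 1 h at 37 °C. Luminescence was read after 15 min at room temperature.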
DRD3 antagonist = blocks the human D3 dopamine receptor. max response, negative = inhibition, %. actives 2.5% (n = 360,000). D3R cells, DiscoveRx beta-arrestin luminescence, antagonist mode; active compounds read low. P35462. AID 652054; in the data active = max response below about -50%; inconclusive = no clear call, values can overlap the other calls; note: % is set by controls: 0 for no effect and ±100 for the full control effect; mostly tested at two doses, the higher about 12 µM
Target sequence (P35462 whole entry, looked up): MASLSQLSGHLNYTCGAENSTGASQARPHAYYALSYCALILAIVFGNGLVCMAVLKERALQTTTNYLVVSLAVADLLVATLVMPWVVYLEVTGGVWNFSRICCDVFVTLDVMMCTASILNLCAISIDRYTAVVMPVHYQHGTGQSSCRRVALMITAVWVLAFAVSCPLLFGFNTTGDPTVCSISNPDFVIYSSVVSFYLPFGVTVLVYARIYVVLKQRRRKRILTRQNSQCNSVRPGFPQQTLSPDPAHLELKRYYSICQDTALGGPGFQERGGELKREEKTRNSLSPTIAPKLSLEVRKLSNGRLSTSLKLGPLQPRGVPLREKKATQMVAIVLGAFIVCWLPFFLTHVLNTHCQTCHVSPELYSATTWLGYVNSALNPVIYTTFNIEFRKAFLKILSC
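Cells plated overnight at 1500 cells/well, then exposed to library compounds with dopamine controls for 90 minutes at 37 degrees C. DiscoveRx reagent added for 30–60 minutes at room temperature; luminescence read, quantitative HTS format.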
DRD3 agonist = D3 dopamine receptor (human) agonism | P35462 | D3R DiscoveRx beta-arrestin cells, luminescence, 90 min | max activation, % | actives 0.58% (n = 410,000) | AID 652048; in the data active = max activation above about 30%; note: 0% is about no effect; mostly tested at two doses, the higher about 12 µM
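Agonist mode: compounds and dopamine controls were applied to plated cells for 90 min at 37 degrees C after an overnight attachment at 1500 cells/well. Luminescent read-out followed 30 - 60 minutes at room temperature with DiscoveRx detection reagent.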
HEK293 tox = cytotoxicity in counter-screen for GLP-1R inverse agonists; HEK293 cAMP-luciferase reporter cells, luminescence, 24 h; Potency, µM (titrated, usually from 38.3 µM), for inactives: top-dose activity change, negative = inhibition, actives largely listed as inhibitors; actives 0.13% (n = 410,000);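 note: loss of luciferase light is scored as toxicity; potency is the fitted concentration of half-maximal effect; % is set by controls: 0 for no effect and ±100 for the full control effect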
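Compound-treated cells are incubated 24 hr at 37 deg C under 5% CO2 after a 12 hour attachment period, then luciferase detection reagent is added and luminescence is measured following 12 min at room temperature; lowered signal indicates toxicity.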
KB-V1 cytotox = kills drug-selected multidrug resistant KB-V1 cells; Potency, µM (top dose mostly 46.1 µM), for the others: top-dose activity change, negative = cytotoxicity, usual class: cytotoxic; KB-V1 MDR cells viability, CellTiter-Glo, 72 h; AID 1347076; actives 3.4% (n = 400,000); note: potency is the fitted concentration of half-maximal effect; % is set by controls: 0 for no effect and ±100 for the full control effect; nearly all actives have a fitted effect of over 60% in size
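Cytotoxicity toward P-gp-expressing KB-V1 cells was determined as loss of CellTiter-Glo luminescence after 72 h at 37 degrees C. Compounds were tested in quantitative HTS format across a concentration range, with curves fitted to normalized data.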
TDP-43 yeast inh = inhibitors of TDP-43 toxicity in yeast. actives 1.8% (n = 410,000). TDP-43 expressing yeast growth rescue, BacTiter-Glo, 24 h. AID 652104. Potency, µM (series often up to 46.1 µM), for the others: at the top dose growth rescue (activation), most hits filed as activators; note: potency is the fitted concentration of half-maximal effect; % of control where 0% means no effect; nearly all actives have a fitted effect of over 50% in size
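Readout is BacTiter-Glo luminescence of cell growth, so inhibitors register as activators. TDP-43-expressing yeast at OD600=0.02 in galactose medium, after raffinose pregrowth to mid-log, were incubated with compound for 24 hr at 30 deg C.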
GLP-1R inv ag = acts as inverse agonist at human GLP-1 receptor | Potency, µM (doses to about 38.3 µM), without a hit: at the top dose activity change, negative = inhibition, most hits filed as inhibitors | AID 624417 | actives 1.6% (n = 410,000) | HEK293 GLP-1R CRE-luciferase, luminescence, 24 h; GLP-1R form is constitutively active | P43220; note: potency is the fitted concentration of half-maximal effect; % is set by controls: 0 for no effect and ±100 for the full control effect; nearly all actives have a fitted effect of over 55% in size
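Luminescence readout: a drop in cAMP-driven luciferase signal flags inverse agonism at a constitutively active GLP-1R stably expressed in HEK293. Compound exposure lasted 24 hr at 37 deg C, 5% CO2.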
GLP-1R agonist = agonists of human GLP-1 receptor; P43220; HEK293 GLP-1R CRE-luciferase, luminescence, 4-6 h; cells express a hypersensitive GLP-1R form; Potency, µM (top dose mostly 45.6 µM), without a hit: at the top dose activation, actives largely listed as activators; actives 0.007% (n = 380,000); note: potency is the fitted concentration of half-maximal effect; % of control where 0% means no effect
* = called active by the depositor; i = inactive; ? = inconclusive; . = no result given; & = joins results of further samples; [ ] = remark or other dose. Unless noted, calls come from the whole dose curve; as a rule, active = well fitted curve in the direction sought with a large enough effect; inconclusive = small, poorly fitted or top-dose-only effect, or another doubt; inactive = no such curve, though single readings can be large; an effect the other way counts as inactive or inconclusive. The list is partial; rates above refer to the full screens.

SMILES	aSyn rescue	PTHR1 ag	DRD3 antagonist	DRD3 agonist	HEK293 tox	KB-V1 cytotox	TDP-43 yeast inh	GLP-1R inv ag	GLP-1R agonist
Cc1ncc(CO)c2c1Oc1nc(-c3ccccc3)nc(SCC(=O)N3CCOCC3)c1C2	-4%	i	45	7	?	-2%	-11%	?	2%
Cc1n[nH]c(C)c1S(=O)(=O)N1CCCC(C(=O)Nc2ccc(Br)cc2)C1 (stereo not given)	1%	-94%[inhibitor]	15	-2&-11	-16%&-6%	2%&-21%	9%&-18%	-28%&-18%	1%&1%
O=C(NC12CC3CC(CC(C3)C1)C2)c1cc([N+](=O)[O-])ccc1Cl	-1%	-22%	11	0	0%	1%	27%	-11%	1%
N#Cc1ccc(NC(=O)COC(=O)c2ccc(F)c(S(=O)(=O)N3CCOCC3)c2)cc1	-2%	-8%	-10	-5	1%	-7%	7%	-9%	13%
O=C(Oc1ccccc1C(=O)N1CCOCC1)c1ccc(F)cc1	-1%	i	5	-1	-12%	2%	-15%	0%	0%
COc1cc(C(=O)NNC(=O)c2ccc3c(c2)OCCO3)cc(OC)c1OC	1%	-19%	-20	4	6%	11%	3%	22%	8%
Cc1cc(C)c(S(=O)(=O)N2CCN(C(=O)CCOc3ccccc3C)CC2)c(C)c1	-7%	-35%[inhibitor]	53	1	-6%	5.2µM*	17%	-3%	1%
Oc1ccc(/C=N/n2c(-c3ccco3)csc2=Nc2cccnc2)c(O)c1	0%	-18%	43	18	-28%	?	10%	9%	-9%
O=C(C(O)c1ccccc1)N1N=C(c2ccccc2)CC1(O)C(F)(F)F (stereo not given)	-1%	i	-13	-7	0%	18%	-7%	-10%	16%
Cc1ccc2nc(-c3ccc(NS(C)(=O)=O)cc3)cc(-c3ccccc3)c2c1	-12%	i	-16	18	12%	-11%	-92%[inhibitor]	0%	-7%
Cc1cccc(C(=O)NCC(=O)OCc2cc(=O)n3nc(C4CC4)sc3n2)c1	.	-22%	.	-11	13%	-16%	-22%	14%	.
O=C(CC[C@H]1O[C@@H](n2cnc3c(NC(=O)c4ccccc4)ncnc32)[C@H](O)[C@@H]1O)NCC(c1ccccc1)c1ccccc1	-9%	-10%	0	-10	2%	0%	9%	30%[activator]	6%
O=c1[nH]c(/C=C\c2cccc(O)c2)nc(O)c1[N+](=O)[O-]	2%	i	0	-4	0%	50%	5%	4%	-1%
COc1cc(N2CCCC2)c(OC)cc1/C=C(/C#N)c1ccc(Br)cc1	-4%	i	?	-2	4%	-4%	-3%	?	0%
Cc1ccc(/C=c2\sc3n(c2=O)CN(c2cccc(Br)c2)CN=3)o1	13%	-21%[57.5 µM]	-14	5	-16%	-9%	-1%	2%	-3%
Cc1c(OCC(=O)NCc2ccccn2)ccc2c3c(c(=O)oc12)CCCC3	3%	i	21	-5	4%	-11%	17%	17%	-5%
COc1ccc(O)c(CN2CCN(C/C=C/c3ccccc3)CC2)c1	1%	-1%[57.5 µM]	-76*	-24	-56%	15µM*	-8%	0%	4%
CN1c2ccccc2-c2nc3ccccc3n2C1c1ccncc1 (stereo not given)	-6%	-15%	-19	1	-3%	10%	-5%	?	-2%
Cc1ccc(Nc2n[nH]c(=S)s2)cc1F	-3%	i	?	-13	-9%	-25%	0%	14%	4%
Cc1ccc(C)n1-c1ccc(C(=O)NN=C2CCCC2)cc1	1%	i	5	2	-9%	2%	-18%	-9%	9%
COc1ccc(C2=Nn3c(nnc3C(F)(F)F)SC2)cc1	-2%	-37%[inhibitor]	-13	-6	-18%	?	?	?	8%
O=C(CCC(=O)N1CCCCC1)Nc1ccc(Cl)c(Cl)c1	8%	-24%	0	-12	7%	-1%	2%	?	6%
CCOCCCNc1nc(C)nc2c1nnn2Cc1c(F)cccc1Cl	7%	-66%[inhibitor]	-11	-9	0%	?	-12%[9.22 µM]	6%	16%
Cc1cccc(NC(=S)NNC(=O)c2csc3c2CCCC3)c1	?	-22%	6	-12	-16%	?	20%	-4%	-13%
COC(=O)C(C)(C)ONC(=O)Nc1ccc(C)cc1	-17%	-2%	5	-5	-5%	-15%	-11%	23%	-5%

Looked up one by one from the entries so far, 2 records:
SMILES	aSyn rescue	PTHR1 ag	DRD3 antagonist	DRD3 agonist	HEK293 tox	KB-V1 cytotox	TDP-43 yeast inh	GLP-1R inv ag	GLP-1R agonist
Cc1ccc(C)n1-c1ccc(C(=O)NN=C2CCCC2)cc1	1%	i	5	2	-9%	2%	-18%	-9%	9%
Cc1n[nH]c(C)c1S(=O)(=O)N1CCCC(C(=O)Nc2ccc(Br)cc2)C1 (stereo not given)	1%	-94%[inhibitor]	15	-2&-11	-16%&-6%	2%&-21%	9%&-18%	-28%&-18%	1%&1%

Remaining list, next part
SMILES	aSyn rescue	PTHR1 ag	DRD3 antagonist	DRD3 agonist	HEK293 tox	KB-V1 cytotox	TDP-43 yeast inh	GLP-1R inv ag	GLP-1R agonist
COc1ccc(Cl)cc1NC(=O)c1noc2c1CCc1ccccc1-2	.	i	.	-10	1%	18%	12%	4%	.
CC(C)C[C@@H](CN)NC(=O)c1nc[nH]c1C(=O)N[C@@H](C)C(=O)CNC[C@H](CC(C)C)NC(=O)c1nc[nH]c1C(=O)N[C@@H](CC(=O)O)C(=O)O	1%	0%	-24	0	12%	13%	-1%	9%	-4%
CN(C)c1nc(-c2ccccc2)ncc1S(=O)(=O)c1ccccc1	10%	-27%	-1	0	-12%	10%	16µM*	?	17%
Cc1ccc(NC(=O)CN(C)C(=O)CN2C(=O)NC(C)(c3ccccc3)C2=O)cc1 (stereo not given)	-1%	i	25	-9	-5%	-6%	-27%	3%	-11%
CCOC(=O)c1cccc(NC(=O)c2ccc(NC(=O)C3CCCO3)cc2)c1 (stereo not given)	2%	-25%	-6	-7	-10%	-8%	8%	-5%	16%
CCOc1ccc(C(=O)Nc2ccc3nc4c(c(Nc5ccccc5OC)c3c2)CCCC4)cc1	.	i	.	-20	-22%	0%	-15%	-17%	.
COc1ccc(CCNC(=O)c2ccccc2Cl)cc1OC	-1%	4%	3	-1	-10%	5%	14%	25%	4%
CCOC(=O)c1ccccc1NC(=O)Cn1cnc2c1c(=O)n(C)c(=O)n2C	-8%	i	35	2	-3%	-1%	-4%	17%	-1%
CC1Cc2ccccc2N1C(=O)COC(=O)c1ccc(Br)o1 (stereo not given)	2%	-16%	5	11	2%	?	?	9%	8%
COC(=O)C(NC(=O)c1ccc(F)cc1)(Nc1ncc(S(=O)(=O)c2ccc([N+](=O)[O-])cc2)s1)C(F)(F)F (stereo not given)	3%	-18%	-14	-4	-29%	?	0%	?	-27%
CCOC(=O)c1c(CN2CCC(C)CC2)n(C)c2cc(Br)c(OC)cc12	2%	i	12	-10	-13%	?	-18%[1.82 µM]	10%	15%
CCCCn1c(N)c(Sc2ccccc2)c(=O)[nH]c1=O	0%	-11%	-15	6	6%	8%	-22%	98%[activator]	-8%
COc1ccc2c(c1)c(N=NC(N)=S)c(O)n2CC(=O)c1ccccc1	-5%	i	-6	-1	2%	?	-3%	8%	-2%
CC(=O)Oc1ccc(NC(=O)C2CCCCC2)c(C(=O)O)c1	-1%	-14%[57.5 µM]	26	1	3%	1%	24%	-9%	-5%
Cc1ccc(N2C(=O)CC(NCC3CCCO3)C2=O)cc1 (stereo not given)	8%	-17%	9	4	26%	13%	22%	1%	-3%
COc1ccc(NC(=S)N/N=C/c2ccc(F)cc2)cc1OC	9%	-20%	-27	-2	5.6µM*	-24%	?	?	0%
O=C(Cn1cnc2c(nnn2Cc2ccccc2F)c1=O)OCc1ccccc1	4%	-60%[inhibitor]	2	3	-2%	10%	-30%[inhibitor]	3%	-1%
NC(=O)C1CCN(c2cc(Cl)nc(N)n2)CC1	-2%	i	-10	-7	1%	1%	-1%	2%	3%
CC1CC/C(=C\c2ccc3c(c2)OCO3)C(=O)/C1=C/c1ccc2c(c1)OCO2 (stereo not given)	18%	-50%[inhibitor]	9	-3	-29%	-21%	3%	-5%	3%
C[C@H](CO)N1C[C@H](C)[C@@H](CN(C)Cc2cncnc2)Oc2cc(Br)ccc2S1(=O)=O	0%	-21%	10	-7	2%	?	0%	25%	4%
Cc1cc(C(=O)Nc2c(C)nn(Cc3ccc(F)cc3)c2C)no1	.	-20%	.	1	1%	?	?	4%	.
CCC(=O)N1CCC(C)(C(=O)Nc2ccc(OC)c(OC)c2)C1 (stereo not given)	0%	i	-23	1	-6%	5%	22%	26%	-2%
COc1ccccc1C(=O)COC(=O)CSC(C)C(=O)Nc1cc(C)on1 (stereo not given)	4%	i	7	0	-4%	0%	6%	1%	0%
COc1ccc(CN2C(=O)c3cccnc3C2=O)cc1S(=O)(=O)N1CCCCC1	-1%	-2%	-17	-3	-3%	9%	-3%	11%	-7%
O=C(COC(=O)C12CC3CC(CC(C3)C1)C2)Nc1ccc([N+](=O)[O-])cc1Cl	3%	-6%	0	2	24%	-7%	11%	-8%	18%
O=C(NCc1ccco1)NC(=O)c1csc([N+](=O)[O-])c1	3%	-15%	10	1	5%	0%	1%	1%	-10%
CCn1c(SC(=O)NC2CCCCC2)nnc1-c1cccs1	1%	i	-21	-6	-7%	?	1%	0%	-1%
O=C(NC1C=CS(=O)(=O)C1)c1ccccc1 (stereo not given)	-6%	i	-2	0	-10%	?	-19%	3%	8%
CC(C)Oc1ccc(CNC(=O)c2ccc3c(c2)N(Cc2ccc(F)cc2)CCS3)cc1	.	i	.	-13	11%	.	-2%	-16%	.
COc1ccccc1-n1c(-c2ccco2)n[nH]c1=S	-1%	-1%	20	1	-13%	4%	-20%	-13%	10%
